Bioassay records from PubChem BioAssay.
SENP8 block-1 – SENP8 protease inhibition. Q96LD8. purified SENP8, Z-RLRGG-aminoluciferin cleavage, luminescence. inhibition, % at 10 µM. 330,000 compounds, 1.2% hits. AID 2540; in the data active means inhibition above about 50%
SENP1 FRET inh – blocks the human SENP1 SUMO protease catalytic domain | Q9P0U3 | recombinant SENP1 catalytic domain, CyPet-SUMO1-YPet FRET cleavage | inhibition, % at 10 µM | 360,000 compounds, 0.21% hits | AID 624204;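 active means inhibition at least 30% at 10 µM, raw YFP signal under a set limit, fluorescence ratio 0.5 to 1.5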;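 further: 0% = enzyme with DMSO and 100% = no enzyme wells; some results filed as inactive read as strong as hits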
Target sequence (Q9P0U3 419-644 limits assumed): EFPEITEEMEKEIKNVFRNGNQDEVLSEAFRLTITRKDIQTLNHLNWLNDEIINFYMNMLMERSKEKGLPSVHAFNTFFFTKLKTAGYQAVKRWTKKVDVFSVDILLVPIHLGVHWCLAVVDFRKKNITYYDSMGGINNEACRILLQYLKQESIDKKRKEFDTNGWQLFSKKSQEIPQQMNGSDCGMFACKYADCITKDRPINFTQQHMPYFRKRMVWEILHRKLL
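Assay system: hSENP1 catalytic domain, recombinant. Amount: SENP1 enzyme, 20 pM final. Schedule: 50 min reaction, RT, dark. Technique: FRET, CFP and YFP emission. Control set: no-enzyme wells low, DMSO-plus-enzyme wells high control.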
SENP8 block-2 – blocks human SENP8 cleavage of Nedd8 substrate; Q96LD8; recombinant SENP8, Nedd8 substrate fluorescence; inhibition, % at 20 µM; 360,000 compounds, 0.64% hits; AID 602440; in the data active means inhibition mostly above about 40%, no sharp cut-off; inactive means mostly below about 27%
UBC13 inh – human UBC13 polyubiquitination inhibition; UBC13 polyubiquitin chain formation, TR-FRET; 330,000 compounds, 0.47% hits; P61088; inhibition, % at 20 µM; in the data active means inhibition above about 45%, passing the limit was not always enough
Target sequence (P61088 whole entry, looked up): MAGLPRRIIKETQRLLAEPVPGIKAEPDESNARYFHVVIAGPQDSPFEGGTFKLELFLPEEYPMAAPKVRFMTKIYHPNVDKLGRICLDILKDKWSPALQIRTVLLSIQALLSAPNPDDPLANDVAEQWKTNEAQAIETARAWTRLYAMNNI
SENP7 block – SENP7 protease inhibition. Q9BQF6. recombinant SENP7, Z-RLRGG-aminoluciferin luminescence, 40 min. inhibition, % at 5 µM. 330,000 compounds, 1.5% hits. AID 434973;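 active means inhibition above about 50% at the single test dose, limit read from the data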;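 further: plate controls were DMSO with enzyme for no effect and no enzyme buffer wells for full effect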
HKDC1 inh – inhibitors of human hexokinase HKDC1 | Q2TB90 | AID 493160 | recombinant HKDC1, G6PDH/diaphorase resazurin coupled fluorescence | inhibition, % at 20 µM | 340,000 compounds, 0.16% hits;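 active means inhibition above about 35% when tested at 20 µM, limit read from the data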;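 further: plate controls were DMSO wells with enzyme for no effect and DMSO wells lacking enzyme for full effect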
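Assay system – recombinant HKDC1 (HK5) hexokinase enzyme, produced in-house · Input – HKDC1 at 5 µg/mL · Reagent – glucose plus 1 mM ATP as hexokinase substrates · Timing – 90 min reaction incubation at room temperature, dark · Measured by – G6PDH/diaphorase-coupled fluorescence, 1 mM NADP, 100 µM resazurin, 525/613 nm · Benchmarks – DMSO-enzyme wells negative, buffer-substituted wells positive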
SENP6 block – blocks the human protease SENP6; 330,000 compounds, 1.8% hits; AID 2599; Q9GZR1; inhibition, % at 10 µM; Recombinant SENP6 catalytic domain, aminoluciferin luminescence;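 active means inhibition above about 50% at the single tested dose, limit read from the data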;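 further: plate controls were DMSO wells with enzyme for no effect and DMSO wells lacking enzyme for full effect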
Target sequence (Q9GZR1 628-1112 limits assumed): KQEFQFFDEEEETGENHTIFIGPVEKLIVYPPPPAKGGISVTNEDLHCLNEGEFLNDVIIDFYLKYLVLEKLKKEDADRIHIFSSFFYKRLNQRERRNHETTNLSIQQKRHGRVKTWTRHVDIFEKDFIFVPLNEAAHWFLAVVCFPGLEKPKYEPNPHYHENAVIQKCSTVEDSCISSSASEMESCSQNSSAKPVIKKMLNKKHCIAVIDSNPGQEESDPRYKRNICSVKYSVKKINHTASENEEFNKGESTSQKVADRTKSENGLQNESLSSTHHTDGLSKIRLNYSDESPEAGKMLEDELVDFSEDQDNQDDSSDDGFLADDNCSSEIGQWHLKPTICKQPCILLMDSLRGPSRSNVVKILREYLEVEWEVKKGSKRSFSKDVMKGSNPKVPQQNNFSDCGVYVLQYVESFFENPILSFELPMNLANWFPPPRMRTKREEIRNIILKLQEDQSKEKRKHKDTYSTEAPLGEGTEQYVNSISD
PfGluPho inh – PfG6PD (Plasmodium falciparum) enzyme inhibition. AID 504690. PfGluPho enzyme, NADPH resazurin-diaphorase fluorescence. 350,000 compounds, 0.78% hits. inhibition, % at 20 µM;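 active means inhibition reaching at least a set limit at 20 µM in the primary screen, cut at about 59% in these data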;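 further: 0% = DMSO wells with substrate and 100% = DMSO wells lacking glucose-6-phosphate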
beta cell repl – inducers of beta-cell replication in MIN6 cells; 330,000 compounds, 0.29% hits; AID 2380; proliferation, % at 10 µM; MIN6 cells proliferation, ATPlite luminescence, 48 h; cells starved in 0.2% serum; 100% = growth in 10% serum;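 active means compounds whose signal lies at least 3.5 SD above the mean of all wells on their plate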;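 further: 0% = DMSO-treated cells in low-serum medium and 100% = 10% serum control; some compounds called inactive have numbers as strong as hits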
* marks the source's active call; other numbers are inactive results; / = not tested or not shown.

The opening twelve records, ahead of the listing:
SMILES	SENP8 block-1	SENP1 FRET inh	SENP8 block-2	UBC13 inh	SENP7 block	HKDC1 inh	SENP6 block	PfGluPho inh	beta cell repl
O=C(CNS(=O)(=O)c1ccc(Br)cc1)NCc1cccnc1	-6	1	2	-5	9	-6	-7	-7	4
O=C(COc1ccc(-c2nnco2)cc1)N1CCN(S(=O)(=O)c2ccc3ccccc3c2)CC1	-10	0	-4	2	-6	-1	-6	2	3
COc1nc(C)ccc1-c1noc(-c2ccco2)n1	41	-6	2	5	61*	-8	70*	11	3
O=C(NCc1ccccn1)C1CCN(S(=O)(=O)N2CCC3(CC2)OCCO3)CC1	-8	0	2	-17	-4	5	-17	-5	0
CC1CCCN(C(=O)Cn2c3ccccc3c3nc4n(c(=O)c32)CCS4)C1 (stereo not drawn)	-4	1	-177	1	4	-3	-10	12	-2
Cc1cccc(Nc2ncnc3onc(-c4cccc(Cl)c4)c23)c1C	17	-1	7	7	-2	-5	-19	7	-1
COc1ccc2sc(-c3ccccc3OC)c(-c3ccc(OCCN(C)C)cc3)c2c1	/	1	-32	/	6	-3	/	13	/
CSc1ccc(CN2CCCC(N3CCN(c4ccccc4)CC3)C2)cc1 (stereo not drawn)	14	1	8	11	0	-8	4	-13	-3
O=C(c1cccc(Br)c1)N1CCN(C(=O)N2CCCCC2)CC1	4	3	16	3	4	-5	-4	-4	-1
O=C(Nc1ccccc1)c1cc([N+](=O)[O-])ccc1N1CCCCC1	10	-2	9	4	4	-4	1	-14	-4
C=CCN1C(=O)S/C(=C/c2ccsc2)C1=O	-8	1	30	-9	-1	1	25	-1	-1
O=C(NCCS(=O)(=O)N1CCCCCC1)c1ccc(F)cc1	15	3	22	1	-1	-5	-13	5	-5

Main list, previewed entries included:
SMILES	SENP8 block-1	SENP1 FRET inh	SENP8 block-2	UBC13 inh	SENP7 block	HKDC1 inh	SENP6 block	PfGluPho inh	beta cell repl
O=C(CNS(=O)(=O)c1ccc(Br)cc1)NCc1cccnc1	-6	1	2	-5	9	-6	-7	-7	4
O=C(COc1ccc(-c2nnco2)cc1)N1CCN(S(=O)(=O)c2ccc3ccccc3c2)CC1	-10	0	-4	2	-6	-1	-6	2	3
COc1nc(C)ccc1-c1noc(-c2ccco2)n1	41	-6	2	5	61*	-8	70*	11	3
O=C(NCc1ccccn1)C1CCN(S(=O)(=O)N2CCC3(CC2)OCCO3)CC1	-8	0	2	-17	-4	5	-17	-5	0
CC1CCCN(C(=O)Cn2c3ccccc3c3nc4n(c(=O)c32)CCS4)C1 (stereo not drawn)	-4	1	-177	1	4	-3	-10	12	-2
Cc1cccc(Nc2ncnc3onc(-c4cccc(Cl)c4)c23)c1C	17	-1	7	7	-2	-5	-19	7	-1
COc1ccc2sc(-c3ccccc3OC)c(-c3ccc(OCCN(C)C)cc3)c2c1	/	1	-32	/	6	-3	/	13	/
CSc1ccc(CN2CCCC(N3CCN(c4ccccc4)CC3)C2)cc1 (stereo not drawn)	14	1	8	11	0	-8	4	-13	-3
O=C(c1cccc(Br)c1)N1CCN(C(=O)N2CCCCC2)CC1	4	3	16	3	4	-5	-4	-4	-1
O=C(Nc1ccccc1)c1cc([N+](=O)[O-])ccc1N1CCCCC1	10	-2	9	4	4	-4	1	-14	-4
C=CCN1C(=O)S/C(=C/c2ccsc2)C1=O	-8	1	30	-9	-1	1	25	-1	-1
O=C(NCCS(=O)(=O)N1CCCCCC1)c1ccc(F)cc1	15	3	22	1	-1	-5	-13	5	-5
Cc1ccc(C(=O)NNC(=O)c2ccc(Br)s2)cc1S(=O)(=O)N1CCOCC1	-6	2	9	-9	3	2	-5	-11	0
CCC1Sc2ccc(S(=O)(=O)CCC(=O)N3CCc4ccccc43)cc2NC1=O (stereo not drawn)	-6	1	4	2	-9	-2	-3	-26	-2
COc1ccc(C(C)(C)C)cc1NC(=O)CCN1C(=O)C2CCCCC2C1=O (stereo not drawn)	-1	-2	16	8	2	-1	-3	3	-2
O=c1cc(CN2CCN(c3ccccc3)CC2)nc2scc(-c3ccccc3)n12	4	-15	-84	-4	1	1	-5	1	-4
CCOC(=O)C1CCCN(c2c(N3CCN(C4CCCCC4)CC3)c(=O)c2=O)C1 (stereo not drawn)	-4	1	9	-3	0	-2	-3	-12	-2
COc1ccc(N2CCN(c3cc(=O)n(Cc4ccc(F)cc4)c(=O)[nH]3)CC2)cc1	9	-1	7	3	-2	-3	-7	1	-1
CCN(CC(=O)Nc1ccc(NC(C)=O)cc1)C(=O)c1cc(-c2ccccc2)nn1-c1ccccc1	-5	1	16	-1	-3	2	-17	11	-3
O=C(O)c1cc(S(=O)(=O)Nc2ccc(N3CCCCC3)cc2)ccc1Cl	6	0	4	3	0	-9	17	-9	-2
COCc1nc2oc3ccc(F)cc3c(=O)c2cc1C(=O)OC	/	-1	-26	/	/	-2	/	11	/
O=C(COC(=O)c1ccc(F)c(S(=O)(=O)N2CCOCC2)c1)Nc1ccc2[nH]c(=O)[nH]c2c1	-8	-3	0	-4	-5	-4	-16	1	-4
Cc1ccc(NC(=O)CSc2n[nH]c(C)c2[N+](=O)[O-])cc1C	-8	0	22	-8	-2	-6	-14	20	0
COC(=O)c1[nH]c2c(c1C)C(=O)CC(c1cccs1)C2 (stereo not drawn)	3	0	12	1	6	5	-13	9	-3
CCCS(=O)(=O)N1CCC(C(=O)NCc2ccccc2Cl)CC1	-2	2	10	4	-2	-12	1	-11	-4

(cont.)
SMILES	SENP8 block-1	SENP1 FRET inh	SENP8 block-2	UBC13 inh	SENP7 block	HKDC1 inh	SENP6 block	PfGluPho inh	beta cell repl
COc1ccc(OC)c(NC(=O)c2ccc(CSc3nnc(C)s3)cc2)c1	0	1	-3	3	-3	-6	20	-12	2
COc1ccc(/C=C/C(=O)NC(=S)NCC2CCCO2)cc1 (stereo not drawn)	-4	-1	1	6	-2	-3	1	9	-3
Cc1cc(C)cc(Nc2nc3ccccc3c(=O)[nH]2)c1	-1	2	-144	9	4	6	-1	-7	-2
Cn1cccc1Cc1nnc(SCC(=O)NCC2CCCO2)n1-c1ccc(F)cc1 (stereo not drawn)	-1	0	-6	9	-2	-10	-7	16	-3
C/C(=N\NC(=O)CSCc1ccc(Cl)cc1)c1ccc(NC(=O)c2ccccc2)cc1	-4	1	3	-9	8	-8	16	-14	1
COc1ccc(C2C(C(=O)c3ccco3)=C(O)C(=O)N2c2nnc(C)s2)cc1 (stereo not drawn)	-8	16	-23	-13	-2	8	7	1	0
Cc1nc(NC(=O)C2CC2)sc1C(=O)Nc1ccc(Br)cc1	-20	-1	6	18	-5	-1	-6	-7	-2
Cc1cc(=O)oc2cc(OC(C)C(=O)NC3(C#N)CCCCC3)ccc12 (stereo not drawn)	1	2	-198	2	9	-5	-4	13	-2
COc1ccc(/C=N/Nc2cc(=O)n(C)c(=O)n2C)cc1OC	-4	-21	-53	-19	-3	-9	-8	-4	0
COc1ccc(N(C(=O)CCl)C(C(=O)NCCc2ccccc2)c2cccs2)cc1 (stereo not drawn)	/	2	9	/	/	22	/	-11	/
COc1ccc(N(C(=O)Cn2nnc3ccccc32)C(C(=O)NCc2ccco2)c2cccnc2)cc1 (stereo not drawn)	1	0	18	2	8	-3	3	-4	-1
CN(C)S(=O)(=O)Nc1ccccn1	-3	2	10	5	4	-5	13	2	7
COc1ccc(C(=O)Nn2cnc3ccccc3c2=O)c(OC)c1	-6	-10	-51	14	-1	-3	-22	1	-2
CCn1c2ccccc2c2nnc(SCC(=O)OCN3C(=O)c4ccccc4C3=O)nc21	4	0	10	-9	0	17	-25	2	1
CC(=O)c1cccc(NC(=O)Nc2ccc3c(c2)CCC3)c1	-12	-1	1	7	-2	-2	-19	-8	-4
C=C(C)CSc1nnc(-c2cccc(Cl)c2)n1N	-4	3	10	6	0	-12	1	11	0
CCOc1cnn(Cc2ccccc2)c(=O)c1SCc1ccccc1	2	2	17	4	1	-2	13	-24	0
CC(C)OC(=O)CC1C(=O)NCCN1C(=S)NC(=O)c1ccccc1 (stereo not drawn)	-5	0	-10	1	9	2	-9	1	-1
O=C(NCC1CCCO1)C(=O)N/N=C/c1ccc(OCc2ccccc2Cl)cc1 (stereo not drawn)	7	3	0	-5	-3	-4	-10	3	-1
O=C1CCCCN1CCC(=O)N1CCCC(Nc2ccc(F)c(F)c2)C1 (stereo not drawn)	-8	-1	20	-4	7	-4	-2	3	3
O=C(NCCCN1CCN(c2ccccc2F)CC1)C1CCN(S(=O)(=O)c2cccs2)CC1	-3	0	9	14	3	-1	-17	14	-3
CSCCC(NC(=O)C12CC3CC(CC(C3)C1)C2)C(=O)OCC(=O)c1ccc(Cl)cc1 (stereo not drawn)	8	3	13	7	7	2	-8	9	1
N#Cc1c(C(F)(F)F)cc(-c2ccccc2)nc1SCCN1CCOCC1	0	33*	-8	1	3	-1	-15	13	0
CN(C)c1ccc(C2OC(=O)C(C)(C)C(=O)C2(C)C)cc1 (stereo not drawn)	-3	3	20	-3	-3	-8	-12	11	-1
CC(=O)Nc1ccc(S(=O)(=O)NNC(=S)NCC2CCCO2)cc1 (stereo not drawn)	2	3	5	-4	8	5	17	-7	-3

Following part:
SMILES	SENP8 block-1	SENP1 FRET inh	SENP8 block-2	UBC13 inh	SENP7 block	HKDC1 inh	SENP6 block	PfGluPho inh	beta cell repl
O=C1CSC(c2ccc([N+](=O)[O-])cc2)N1c1ccccc1 (stereo not drawn)	-9	2	16	-5	-11	0	-14	-1	-3
CCC(C)(C)n1nnnc1C(c1cccc(C#N)c1)N1CCN(c2cc(C)ccc2C)CC1 (stereo not drawn)	-10	1	15	-2	-6	-4	-49	8	-4
NC(=O)CSC1=Nc2ccccc2C2=NC(CCC(=O)NCc3ccc(F)cc3)C(=O)N12 (stereo not drawn)	3	-1	-290	-3	6	3	13	-1	-1
CCCCN(C(=O)CSCC(=O)Nc1cccc(C)c1)c1c(N)n(CCCC)c(=O)[nH]c1=O	-12	-11	-25	-2	16	-3	-11	-1	0
O=C(NCC1CCN(C(=O)c2ccc([N+](=O)[O-])cc2)CC1)C(=O)Nc1ccccc1	-3	-1	5	6	-7	-3	18	-11	-2
COCCNC(=S)N/N=C(\C)c1ccc(OC)cc1	-2	2	16	0	-3	-9	-7	-6	0
O=C(C1=COCCO1)N1CCN(S(=O)(=O)c2cccc(F)c2)CC1	12	1	18	5	-5	4	-2	3	3
